# Compound activity as filed in PubChem.
# MEKK2 mut-MEK5: signal of MEK5 binding to mutant human MEKK2 PB1 domain. 290,000 tested, 0.35% active. bead flow cytometry, Alexa488-MEK5 binding to MEKK2 mutant. percent response, % at 10 µM; in the data active = percent response above about 24%, passing the limit was not always enough; also: inactives centre near 1; some results filed as inactive read as strong as hits
# GPR7 antag: antagonists of human GPR7 (neuropeptides B/W receptor 1) | GPR7-expressing cells, fluorescence antagonist assay | inhibition, % at 4.4 µM | 290,000 tested, 1.1% active | AID 1861; in the data active = inhibition above about 16%, passing the limit was not always enough;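 also: cells stimulated with the agonist NPW; 0% = agonist with vehicle and 100% = vehicle without agonist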
# Target sequence (P48145 whole entry, looked up): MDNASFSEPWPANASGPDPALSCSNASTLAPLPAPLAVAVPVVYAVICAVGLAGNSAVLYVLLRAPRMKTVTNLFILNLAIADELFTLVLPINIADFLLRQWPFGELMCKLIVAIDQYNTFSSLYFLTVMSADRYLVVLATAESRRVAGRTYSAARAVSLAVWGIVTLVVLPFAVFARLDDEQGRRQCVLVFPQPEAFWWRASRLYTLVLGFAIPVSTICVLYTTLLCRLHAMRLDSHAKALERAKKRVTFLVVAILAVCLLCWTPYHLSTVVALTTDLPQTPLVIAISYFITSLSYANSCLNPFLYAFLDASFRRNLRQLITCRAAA
# OXTR potentiate: human OXTR potentiation; P30559; CHO-OTR cells, Fluo-8 calcium fluorescence, potentiator mode; 0% = oxytocin EC15, 100% = EC100; activation, % at 3 µM; 320,000 tested, 0.061% active; AID 2445;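 active = activation above that plate's cutoff, the mean activation of tested compounds plus 3 SD, cut at about 6.6% in these data, passing the limit was not always enough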;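 also: 100% uses oxytocin at 75 nM as the full agonist control; some results filed as inactive read as strong as hits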
#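 Material: human OTR in CHO cells. Compound: 3.0 µM, one dose. Timing: compound 6 min at room temperature before oxytocin, 100 s read. Evaluation: % activation of max/min ratio relative to oxytocin controls. Replication: single well per compound, singlicate. Signal: Fluo-8 calcium dye fluorescence.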
# MEKK2 WT-MEK5: raises or lowers MEK5 binding to wildtype human MEKK2 PB1 domain. bead flow cytometry, Alexa488-MEK5 binding to MEKK2 WT; actives lie on both sides. binding response (% of control), % at 10 µM. 290,000 tested, 1.1% active. AID 1531; in the data active = binding response below about 67% or above about 130%
# V1aR counter: activates human V1a receptor in oxytocin agonist counter-screen; AID 2797; CHO-V1R cells, Fluo-8 calcium fluorescence, agonist mode; 0% DMSO, 100% 3 nM vasopressin; P37288; 320,000 tested, 0.25% active; activation, % at 3 µM;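 active = activation above the mean activation of all tested compounds plus 3 SD, per screening run, cut at about 20% in these data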;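 also: signal is peak over basal fluorescence ratio across a 100 second FLIPR read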
# Target sequence (P37288 whole entry, looked up): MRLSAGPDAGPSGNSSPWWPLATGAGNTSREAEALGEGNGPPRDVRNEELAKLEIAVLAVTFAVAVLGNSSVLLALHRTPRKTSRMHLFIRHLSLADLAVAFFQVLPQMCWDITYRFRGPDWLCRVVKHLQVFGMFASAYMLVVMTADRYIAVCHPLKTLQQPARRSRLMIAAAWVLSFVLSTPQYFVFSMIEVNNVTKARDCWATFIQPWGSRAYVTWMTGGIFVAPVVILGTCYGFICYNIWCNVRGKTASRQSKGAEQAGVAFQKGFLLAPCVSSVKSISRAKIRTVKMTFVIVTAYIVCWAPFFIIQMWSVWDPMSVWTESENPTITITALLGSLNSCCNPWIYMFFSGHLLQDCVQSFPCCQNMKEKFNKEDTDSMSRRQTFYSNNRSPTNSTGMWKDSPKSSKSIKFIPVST
# OXTR ag: activates the human oxytocin receptor; 320,000 tested, 0.32% active; CHO-OTR cells, Fluo-8 calcium fluorescence; normalized: DMSO 0%, oxytocin 100%; activation, % at 3 µM;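 active = activation above the mean of all tested compounds plus 3 SD, cutoff set per screening run, cut at about 20% in these data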;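 also: peak over basal fluorescence ratio from a 100 s FLIPR kinetic read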
# GalR3 antagonist: blocks the human galanin receptor 3. O60755. HEK293 GalR3-CNG cAMP membrane potential fluorescence; galR3 body fused to GalR1 C-terminus. inhibition, % at 3 µM. 360,000 tested, 0.44% active. AID 651719;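 active = inhibition above the screen-wide average plus 3 SD, cut at about 13% in these data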;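 also: forskolin and galanin both at EC90 stimulate the cells; cAMP rise reported by CNG channel membrane potential dye signal; 0% = forskolin plus galanin with DMSO and 100% = forskolin alone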
# Target sequence (O60755 1-299 limits assumed): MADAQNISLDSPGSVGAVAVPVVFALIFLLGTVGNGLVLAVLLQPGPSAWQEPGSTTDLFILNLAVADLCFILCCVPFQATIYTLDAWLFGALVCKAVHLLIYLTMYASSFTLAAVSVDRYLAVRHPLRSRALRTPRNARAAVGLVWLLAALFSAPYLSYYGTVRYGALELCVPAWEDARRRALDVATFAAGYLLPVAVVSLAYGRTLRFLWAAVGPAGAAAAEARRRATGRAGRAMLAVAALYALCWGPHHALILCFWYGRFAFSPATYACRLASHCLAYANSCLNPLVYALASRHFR
# M18AAP inhibitor: blocks P. falciparum M18 aspartyl aminopeptidase; recombinant PfM18AAP, H-Glu-NHMec fluorogenic cleavage; 290,000 tested, 1.2% active; inhibition, % at 7.35 µM;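 active = inhibition above the campaign mean inhibition over all tested compounds plus 3 SD, cut at about 28% in these data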;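 also: 0% = plate median of test compound wells and 100% = 2 mM ZnCl2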
# NALP1 yeast inh: blocks the NALP1 inflammasome reconstituted in yeast | 280,000 tested, 0.61% active | S. cerevisiae NALP1/ASC/caspase-1 growth, X-gal OD620, 72 h | inhibition, % at 10 µM; in the data active = inhibition mostly above about 24%, no sharp cut-off; inactive = mostly below about 32%; also: some compounds called inactive have numbers as strong as hits
# Starred values were filed as active, the others as inactive; nt = not tested or not shown.
# Field names – A = MEKK2 mut-MEK5; B = GPR7 antag; C = OXTR potentiate; D = MEKK2 WT-MEK5; E = V1aR counter; F = OXTR ag; G = GalR3 antagonist; H = M18AAP inhibitor; I = NALP1 yeast inh
> Cc1nn(Cc2ccccc2Cl)c(C)c1C(=O)NCCN1C(=O)S/C(=C\c2ccccc2)C1=O
  A: -1.0 | B: -3.3 | C: -9.9 | D: 109.0 | E: 3.7 | F: -0.2 | G: -4.2 | H: 2.8 | I: 29.9

> Cn1nnc(C(O)CNCc2ccc(Cl)cc2)n1 (stereo unspecified)
  A: -17.0 | B: -9.5 | C: 1.0 | D: 86.0 | E: 1.6 | F: 2.2 | G: 0.1 | H: -10.2 | I: 5.4

> Cc1ncc(C[n+]2csc(CCOC(=O)CC34CC5CC(CC(C5)C3)C4)c2C)c(N)n1
  A: -1.0 | B: -7.0 | C: -4.6 | D: 107.0 | E: 0.7 | F: -1.4 | G: -7.7 | H: 2.6 | I: -12.7

> COc1ccc(NC(=O)CSC2=NCCN2)cc1
  A: -10.0 | B: 11.7 | C: -4.8 | D: 90.0 | E: 0.5 | F: 0.0 | G: 1.9 | H: 12.8 | I: -2.6

> CSc1ccccc1OCc1cc(C(=O)N2CCc3[nH]cnc3C2c2ccccn2)no1 (stereo unspecified)
  A: 8.0 | B: -9.9 | C: -7.3 | D: 107.0 | E: 0.3 | F: -0.2 | G: 2.5 | H: -2.5 | I: -6.5

> O=C(NCCOc1ccccc1)c1cccc(S(=O)(=O)NCc2ccccc2)c1
  A: nt | B: nt | C: -13.7 | D: nt | E: 2.6 | F: 1.5 | G: -4.8 | H: nt | I: nt

> Cc1cc(C)c(C)c(S(=O)(=O)N2CCC(C(=O)NCCCN3CCOCC3)CC2)c1C
  A: nt | B: nt | C: -8.0 | D: nt | E: -0.6 | F: -0.5 | G: -6.4 | H: nt | I: nt

> O=C(NCc1ccccc1OC(F)(F)F)C1CCC(=O)N(C2CC2)C1 (stereo unspecified)
  A: 4.0 | B: -16.4 | C: nt | D: 100.0 | E: nt | F: nt | G: 2.3 | H: 12.6 | I: -5.3

> CCOC(=O)N1CCN(C(=O)c2oc3ccc(S(=O)(=O)N4CC(C)CC(C)C4)cc3c2C)CC1 (stereo unspecified)
  A: 6.0 | B: 0.3 | C: -7.4 | D: 123.0 | E: 2.2 | F: -0.8 | G: -0.2 | H: 0.0 | I: 9.6

> O=C(CSc1nnc2ccccn12)NCc1cccs1
  A: 2.0 | B: 6.2 | C: -7.0 | D: 106.0 | E: -0.4 | F: 0.7 | G: -5.8 | H: 5.2 | I: 18.0

> Cc1ccc(C(CNS(=O)(=O)c2ccc(Br)cc2)N2CCN(C)CC2)cc1 (stereo unspecified)
  A: nt | B: nt | C: -9.4 | D: nt | E: 4.4 | F: 9.6 | G: -6.9 | H: nt | I: nt

> COc1ccc(CC(NC(C)=O)C(=O)NC2CCN(C(=O)NCc3ccccc3)CC2)cc1 (stereo unspecified)
  A: 2.0 | B: -4.4 | C: -4.7 | D: 102.0 | E: 0.0 | F: -0.1 | G: nt | H: -1.6 | I: 0.8

> CCn1c(C)c(C)c2cc(C(=O)NCCCN3CCOCC3)ccc21
  A: 7.0 | B: 3.1 | C: -1.9 | D: 113.0 | E: 1.0 | F: -0.3 | G: 1.0 | H: 12.0 | I: 9.0

> COc1ccc(/C=N/NC(=O)c2c(-c3ccccc3)noc2C)cc1
  A: -4.0 | B: -4.5 | C: -2.8 | D: 92.0 | E: 1.6 | F: 0.2 | G: 1.8 | H: -1.9 | I: 19.3

> O=C(COc1ccccc1O)NCCN1CCOCC1
  A: -6.0 | B: -2.0 | C: 2.9 | D: 96.0 | E: -0.7 | F: 0.2 | G: 1.1 | H: -0.6 | I: 18.5

> Cc1ccc(C)c(OCC(=O)Nc2c(C)n(C)n(-c3ccccc3)c2=O)c1
  A: nt | B: nt | C: 2.6 | D: nt | E: 1.1 | F: 0.6 | G: -5.9 | H: nt | I: nt

> O=C(CN1CCCCC1)Nc1cccc(Cl)c1Cl
  A: -3.0 | B: -12.2 | C: -9.0 | D: 95.0 | E: -1.1 | F: -2.0 | G: -0.6 | H: 7.4 | I: 23.7

> CCOC(=O)c1sc2nc(C)n(N)c(=O)c2c1C
  A: -1.0 | B: -4.4 | C: -9.8 | D: 101.0 | E: 0.0 | F: -0.3 | G: -4.8 | H: -6.3 | I: -12.0

> Cc1nc(C)c(-c2ccn(S(=O)(=O)c3ccc(Cl)cc3)n2)o1
  A: -6.0 | B: 19.4* | C: -4.6 | D: 96.0 | E: 2.2 | F: -2.6 | G: -3.2 | H: 10.8 | I: 17.2

> C#CCOCCOCCOCCNc1nc(N2CCN(C(=O)[C@H](CCCN=C(N)N)n3cc(C(N)[C@@H](C)CC)nn3)CC2)nc(N2CCN(C(=O)[C@H](CCCCN)n3cc([C@@H](N)CC(N)=O)nn3)CC2)n1 (stereo partly specified)
  A: nt | B: nt | C: -3.2 | D: nt | E: 0.8 | F: 2.1 | G: -1.6 | H: nt | I: nt

> O=C(Nc1ccccc1C(=O)N1CCCCC1)c1cccc(S(=O)(=O)N2CCOCC2)c1
  A: 8.0 | B: 1.4 | C: -1.6 | D: 111.0 | E: -1.1 | F: -0.4 | G: -2.1 | H: -5.1 | I: 22.4

> C[C@H](CO)N1C[C@H](C)[C@@H](CN(C)C(=O)NC2CCCCC2)Oc2ccc(NC(=O)CCC(F)(F)F)cc2C1=O
  A: nt | B: nt | C: -0.9 | D: nt | E: 0.4 | F: 0.5 | G: -0.9 | H: nt | I: nt

> CC(=O)C(Cl)C(=O)Nc1ccccc1 (stereo unspecified)
  A: -3.0 | B: -7.8 | C: nt | D: 93.0 | E: nt | F: nt | G: -3.9 | H: 0.8 | I: -12.0

> CC(C)c1nnc(NC(=O)C2CCCN2S(=O)(=O)c2ccc(Cl)cc2)s1 (stereo unspecified)
  A: 0.0 | B: -7.5 | C: -6.0 | D: 99.0 | E: 0.0 | F: 0.5 | G: -3.3 | H: -3.1 | I: 30.3

> CC(=O)C1=C(c2ccccc2)OC(N)=C(C#N)C1c1ccc(O)cc1 (stereo unspecified)
  A: -2.0 | B: 11.0 | C: -4.2 | D: 97.0 | E: 1.5 | F: 1.4 | G: -2.1 | H: 15.9 | I: 14.0

# (further entries)
smiles	MEKK2 mut-MEK5	GPR7 antag	OXTR potentiate	MEKK2 WT-MEK5	V1aR counter	OXTR ag	GalR3 antagonist	M18AAP inhibitor	NALP1 yeast inh
O=S(=O)(c1ccccc1)c1cnn2c(C(F)(F)F)cc(-c3ccc(F)cc3)nc12	-2.0	-12.5	-18.1	96.0	0.3	-0.8	-5.5	6.9	16.0
Cc1ccc(NC(=O)C/C(N)=N/OC(=O)c2ccccc2)cc1	1.0	-6.9	-9.4	109.0	-0.1	-0.6	-1.7	0.4	7.2
CCC(C)C(NC(=O)OCc1ccccc1)C(=O)OCN1C(=O)c2ccccc2C1=O (stereo unspecified)	5.0	3.7	-6.2	112.0	0.1	1.1	-0.6	-5.8	2.8
CNC[C@H](CC1CCCCC1)NC[C@H](Cc1ccccc1)NCCC12CC3CC(CC(C3)C1)C2	70.0*	8.0	-7.8	278.0*	15.8	12.9	-3.2	0.3	17.1
CCN(CC)S(=O)(=O)c1ccc(C(=O)N2CCCCC2)cc1	8.0	2.1	-0.1	104.0	0.6	1.8	-4.5	6.1	26.7
CCOC(=O)N1CCN(CCC(=O)c2ccc(OC)cc2)CC1	0.0	-9.5	-3.4	101.0	0.5	0.7	-5.8	-4.8	-33.8
COc1ccc(C(=O)NC(CC(C)C)C(=O)O)cc1 (stereo unspecified)	nt	nt	-4.8	nt	0.8	1.1	-5.5	nt	nt
CCOc1ccc(C(=O)NC(C(=O)NCC(c2cccs2)N(C)C)C(C)C)cc1 (stereo unspecified)	nt	nt	-5.5	nt	-0.2	-2.2	-3.8	nt	nt
O=C(CC1NCCc2ccccc21)Nc1ccccc1 (stereo unspecified)	2.0	-9.9	4.1	104.0	0.2	0.4	-5.9	-5.9	-3.3
O=C(CCC(=O)N1CCSc2ccccc21)Nc1ccc(F)cc1	-5.0	31.6*	-6.7	93.0	0.7	0.2	nt	5.3	22.2
CC(C)(O)C#Cc1ccc([C@@H]2C[C@H]3CN(c4ccccc4)C(=O)[C@]34CCCN24)s1	-6.0	1.9	-3.9	93.0	0.7	0.4	-3.5	1.3	13.4
Cc1ccc(N=Cc2cc(Cl)cc(Cl)c2O)nc1	-3.0	-7.2	-3.6	90.0	1.2	1.4	-3.1	-5.3	37.1
Cc1ccc(NC(=O)C2CCN(C(=O)[C@@H]3Cc4ccccc4CN3)CC2)c(C)c1	0.0	-6.6	-4.7	104.0	-0.6	0.4	2.5	-0.9	21.9
C=CC[C@@H](CC(=O)N(CCO)Cc1ccccc1)C(=O)N[C@H](COC(=O)[C@@H](CC=C)Cc1ccc(F)cc1)c1ccccc1	nt	nt	-9.0	nt	2.1	1.6	-7.7	nt	nt
O=C(CN1C(=O)c2ccccc2C1=O)OCC(=O)N1CCc2ccccc2C1	3.0	0.6	-2.0	100.0	1.1	-0.3	-3.5	6.2	26.1
COc1ccc(Cl)cc1NC(=O)CN(C)CC(=O)Nc1ccccc1N1CCOCC1	-4.0	5.6	-3.2	96.0	6.8	-1.2	-5.7	4.4	-3.7
O=C(Nc1ccc(N2CCN(C(=O)c3ccco3)CC2)c(Cl)c1)c1cccs1	5.0	-3.6	-15.0	104.0	3.5	0.0	0.4	-7.4	15.7
CCCCc1nc(SCC(=O)Nc2cc(C)on2)n[nH]1	-9.0	-11.1	0.9	94.0	0.5	-0.6	-3.1	0.0	14.5

# 3 compounds already listed, sorted by count of non-hydrogen atoms, low to high:
smiles	MEKK2 mut-MEK5	GPR7 antag	OXTR potentiate	MEKK2 WT-MEK5	V1aR counter	OXTR ag	GalR3 antagonist	M18AAP inhibitor	NALP1 yeast inh
CCN(CC)S(=O)(=O)c1ccc(C(=O)N2CCCCC2)cc1	8.0	2.1	-0.1	104.0	0.6	1.8	-4.5	6.1	26.7
CC(C)c1nnc(NC(=O)C2CCCN2S(=O)(=O)c2ccc(Cl)cc2)s1 (stereo unspecified)	0.0	-7.5	-6.0	99.0	0.0	0.5	-3.3	-3.1	30.3
CCC(C)C(NC(=O)OCc1ccccc1)C(=O)OCN1C(=O)c2ccccc2C1=O (stereo unspecified)	5.0	3.7	-6.2	112.0	0.1	1.1	-0.6	-5.8	2.8

# Of the compounds above, these have an aryl methoxy group.
smiles	MEKK2 mut-MEK5	GPR7 antag	OXTR potentiate	MEKK2 WT-MEK5	V1aR counter	OXTR ag	GalR3 antagonist	M18AAP inhibitor	NALP1 yeast inh
COc1ccc(NC(=O)CSC2=NCCN2)cc1	-10.0	11.7	-4.8	90.0	0.5	0.0	1.9	12.8	-2.6
COc1ccc(CC(NC(C)=O)C(=O)NC2CCN(C(=O)NCc3ccccc3)CC2)cc1 (stereo unspecified)	2.0	-4.4	-4.7	102.0	0.0	-0.1	nt	-1.6	0.8
COc1ccc(/C=N/NC(=O)c2c(-c3ccccc3)noc2C)cc1	-4.0	-4.5	-2.8	92.0	1.6	0.2	1.8	-1.9	19.3
CCOC(=O)N1CCN(CCC(=O)c2ccc(OC)cc2)CC1	0.0	-9.5	-3.4	101.0	0.5	0.7	-5.8	-4.8	-33.8
COc1ccc(C(=O)NC(CC(C)C)C(=O)O)cc1 (stereo unspecified)	nt	nt	-4.8	nt	0.8	1.1	-5.5	nt	nt
COc1ccc(Cl)cc1NC(=O)CN(C)CC(=O)Nc1ccccc1N1CCOCC1	-4.0	5.6	-3.2	96.0	6.8	-1.2	-5.7	4.4	-3.7
